Compound activity from PubChem.
RGS7-Gao reg: human RGS7-Galphao interaction regulation. AID 1439. binding response (% of control), % at 10 µM. Multiplexed bead flow cytometry, RGS7-Galphao binding; actives lie on both sides. 220,000 compounds, 0.35% hits. P09471; in the data active means binding response below about 49% or above about 150%; inconclusive means no clear call, values can overlap the other calls; inactive means in between;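 further: fluorescent Galphao held in activated GDP-AlF4 state binding bead-coupled RGS7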
Target sequence (P09471 whole entry, looked up): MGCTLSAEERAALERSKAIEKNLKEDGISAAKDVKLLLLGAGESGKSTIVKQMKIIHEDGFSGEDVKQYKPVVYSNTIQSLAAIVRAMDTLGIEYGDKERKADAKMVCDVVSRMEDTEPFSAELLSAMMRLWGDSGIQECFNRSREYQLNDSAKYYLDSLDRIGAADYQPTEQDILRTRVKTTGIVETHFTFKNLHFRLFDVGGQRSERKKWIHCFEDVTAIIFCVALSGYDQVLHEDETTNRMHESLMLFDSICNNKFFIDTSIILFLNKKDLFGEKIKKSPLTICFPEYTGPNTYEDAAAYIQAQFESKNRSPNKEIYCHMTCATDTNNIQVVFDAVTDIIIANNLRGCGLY
Mcl1 Bid PPI: Mcl-1/Bid interaction inhibition | inhibition, % at 21.7 µM | 220,000 compounds, 0.97% hits | AID 1021 | TR-FRET Mcl-1/Bid-Dy647 peptide binding, 1536-well;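 active means compounds that cut the binding signal by more than half at the single screening dose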;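 further: His-tagged Mcl-1 with europium anti-His antibody binding Bid BH3 peptide; 0% = Mcl-1 plus peptide wells and 100% = peptide-only wells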
Target sequence (Q07820 whole entry, looked up): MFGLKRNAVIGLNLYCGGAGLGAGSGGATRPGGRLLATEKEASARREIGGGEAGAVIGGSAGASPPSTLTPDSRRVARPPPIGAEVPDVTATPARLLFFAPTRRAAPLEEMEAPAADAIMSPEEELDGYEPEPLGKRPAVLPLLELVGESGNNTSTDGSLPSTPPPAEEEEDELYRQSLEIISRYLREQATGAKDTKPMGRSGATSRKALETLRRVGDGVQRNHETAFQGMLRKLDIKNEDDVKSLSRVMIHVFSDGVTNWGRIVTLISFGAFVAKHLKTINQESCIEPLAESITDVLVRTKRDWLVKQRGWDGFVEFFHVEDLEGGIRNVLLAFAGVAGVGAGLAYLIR
RGS8-Gao reg: human RGS8-Galphao interaction regulation; multiplexed bead flow cytometry, RGS8-Galphao binding; actives lie on both sides; 220,000 compounds, 0.34% hits; response (percent of control binding), % at 10 µM; in the data active means response below about 60% or above about 140%; inactive means in between;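 further: Galphao activated as the GDP aluminium fluoride complex binding bead-coupled RGS8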
RGS4-Gao reg: human RGS4-Galphao interaction regulation; Multiplexed bead flow cytometry, RGS4-Galphao binding; actives lie on both sides; binding response (% of control), % at 10 µM; 220,000 compounds, 0.33% hits; P09471; in the data active means binding response below about 49% or above about 150%; inactive means in between;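 further: fluorescent Galphao activated with aluminum fluoride binding bead-coupled RGS4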
An asterisk follows results filed as active; ? = inconclusive; · = no result given. A portion of the library; rates above refer to the full screens.

#	SMILES	RGS7-Gao reg	Mcl1 Bid PPI	RGS8-Gao reg	RGS4-Gao reg
1	O=C(Cn1nc2n(c1=O)-c1ccccc1SC2)N/N=C/c1cccnc1	?	-19	104	107
2	CC(C)Oc1cccc(NC(=O)c2cnccc2C(F)(F)F)c1	?	-8	104	104
3	O=C(NC(=S)Nc1ccc2oc(=O)ccc2c1)c1cc2ccccc2o1	?	27	104	114
4	Cc1ccc(C(=O)OCC(=O)Nc2ccc(S(N)(=O)=O)cc2)c(O)c1	?	-24	101	98
5	CC(=O)c1ccc2c(c1)OCCOCCOCCOCCOCCO2	?	-14	98	92
6	CC(C)(C)n1nc(C2CC2)cc1NC(=O)Nc1ccc(Cl)cc1	?	-40	104	104
7	COC(=O)Cn1c(=O)c2c(nc3n2CC(C)CN3c2ccc(C)c(C)c2)n(C)c1=O (stereo not given)	?	-105	100	99
8	O=C(CSc1nc(-c2ccc(Cl)cc2)[nH]c(=O)n1)Nc1cccc(Cl)c1	?	20	105	100
9	CCOc1cc(/C=C2\NC(=O)NC2=O)cc([N+](=O)[O-])c1O	?	-44	100	104
10	COc1ccc(C2=NOC3(CC(=O)N(c4ccc(F)cc4)C3=O)C2)cc1 (stereo not given)	?	-22	97	99
11	Cc1occc1C(=O)N/N=C/c1ccc(OCc2ccccc2)cc1	?	-34	101	101
12	O=C(Nc1ccc(N2CCOCC2)cc1)c1nc2ccccc2s1	?	-111	101	99
13	CC(C)CCNc1nc(N)c([N+](=O)[O-])c(NCCO)n1	?	-14	96	91
14	O=C(O)Cn1cc(/C=N/NC(=O)c2cc3cc(Br)ccc3o2)c2ccccc21	?	-6	98	97
15	COC(=O)[C@H](C)NC(=O)NCc1ccc(S(N)(=O)=O)cc1	?	-10	102	105
16	CNC(=O)C(NC(=O)c1ccccc1)=C(C)C	?	-29	101	110
17	CCOc1ccc(CN(C)CC(=O)NCc2ccccc2)cc1	?	-3	113	128
18	CC(=O)Nc1ccc(-c2csc(Nc3ccccn3)n2)cc1	?	-60	102	101
19	Cc1c(C(=O)/C=C/N(C)C)nnn1-c1ccc(Cl)cc1C#N	?	-18	105	104
20	CN1CCN(NC(=O)c2ccc(Cl)c(S(=O)(=O)Nc3ccc(Cl)cc3)c2)CC1	?	-34	99	116
21	COc1c(C=O)c(CCN(C)C(=O)c2ccc(F)cc2)cc2c1OCO2	?	1	104	101
22	CC(C)c1ccc[n+](-c2nc([O-])sc2C=O)c1	?	-10	98	91
23	O=C(CCN1C(=O)c2ccc([N+](=O)[O-])cc2C1=O)Nc1ccccc1C(=O)O	?	-3	100	98
24	CSc1ccc(NC(=O)/C=C/C(=O)O)cc1	?	-99	89	73
25	Cc1cc2c(cc1C)CN(c1ccccc1)C2	?	-51	98	95
26	CCN(CC)S(=O)(=O)c1ccc(Oc2ccccc2OC)cc1	?	-11	103	101
27	CC1(OC(=O)CCc2ccccc2)C(=O)C=C2C=C(c3ccc(C#N)cc3)N(c3ccccc3)C=C2C1=O (stereo not given)	?	-99	98	95
28	CN1CC(C(=O)O)Cc2c1ccc1ccccc21 (stereo not given)	?	-28	100	106
29	CCS(=O)(=O)Nc1cccc(C(=O)O)c1	?	42	97	91
30	COc1ccc(CN(C(C)=O)c2ccccc2C(=O)O)cc1	?	-14	97	94
31	CCOc1ccc(N(CC(=O)Nc2ccc(C)cc2)S(=O)(=O)c2c(C)[nH]c(=O)[nH]c2=O)cc1	?	19	97	101
32	CC(=O)NCC1(O)CCCC(C)C1 (stereo not given)	?	9	100	101
33	CCOc1ncnc2c1sc1nc(C)cc(C)c12	?	-9	100	101
34	CCCCC1=NN(C(=O)c2cccnc2)C(O)(C(F)(F)F)C1 (stereo not given)	?	-21	102	103
35	CCOc1ccc(C2CC(=O)N(Nc3ccc([N+](=O)[O-])cc3[N+](=O)[O-])C2=O)cc1 (stereo not given)	?	0	104	104
36	O=c1c2c3c(sc2[nH]c(=S)n1Cc1ccco1)CCC3	?	-50	101	99
37	CN(C(=O)CSc1nc2ccc([N+](=O)[O-])cc2s1)C1CCS(=O)(=O)C1 (stereo not given)	?	-12	99	96
38	CCCN1CCC(=O)N(CCSc2ccc(OC)cc2)CC1	?	-108	101	103
39	O=C1CCC(c2ccccc2)(c2ccccc2)CC1	?	-3	101	103
40	O=C(Cn1cncn1)c1ccccc1	?	-12	92	87
41	COc1cc(/C=C2/CC/C(=C/c3ccc(O)c(OC)c3)C2=O)ccc1O	?	14	103	106
42	O=C(CSc1ccc(Cl)cc1)Nc1ccc(C2SCCS2)cc1	?	-12	102	98
43	CC1(C)Cc2nc3[nH]c(=S)[nH]c(=O)c3cc2CO1	?	-42	103	103
44	COc1cc(C(F)(F)F)c(C(=O)N(C)Cc2cc(Cl)cc(Cl)c2)cn1	?	-30	102	102
45	Cc1nn(CC(=O)NNC(=O)c2ccccc2F)c([N+](=O)[O-])c1Br	?	16	101	108
46	CCCC[N+](CC#CCO)(CC#Cc1ccccc1)CCCC	?	-14	101	99
47	Cn1c2ccccc2c2cc(/C=C(\NC(=O)c3ccccc3)C(=O)O)ccc21	?	1	104	107
48	CCCC1=NN2C(=N)/C(=C\c3cc(C)n(Cc4ccccc4)c3C)C(=O)N=C2S1	?	-16	99	103
49	COc1ccccc1NC(=O)CN(Cc1ccco1)C(=O)c1ccc(=O)[nH]c1	?	-40	100	94
50	CN1C(=O)N(C)C2(C)CC1(C)N(C)C(=O)N2C	?	-39	105	106

(listing goes on)
#	SMILES	RGS7-Gao reg	Mcl1 Bid PPI	RGS8-Gao reg	RGS4-Gao reg
51	C=CCn1c(O)c(C=Nc2ccc(CN3CCCCC3)cc2)c(=O)[nH]c1=S	?	-14	97	94
52	Cc1ccc(-c2nc(C(Cl)Cl)c3ccccc3n2)cc1	?	10	103	101
53	O=C(O)c1ccccc1/C=N/NC(=O)c1cc(-c2ccco2)nc2ccccc12	?	27	98	94
54	CCCCC1=CC2=CC(=O)C(C)(OC(=O)CC)C(=O)C2=CN1CCc1c[nH]c2ccccc12 (stereo not given)	?	-81	98	97
55	Cc1nn(-c2ccccc2)c2nc(C(Cl)(Cl)Cl)[nH]c(=O)c12	?	38	101	104
56	NC(=O)CN1C(=O)/C(=c2\sc3nc(=O)c(Cc4ccccc4)nn3c2=O)c2ccccc21	?	11	100	98
57	CC(=O)OCc1ccccc1Sc1ccccc1C(=O)NCc1ccccc1	?	-3	100	99
58	CCN1C(=O)C(CC(=O)Nc2ccc(OC)cc2)N(Cc2ccc(OC)c(OC)c2)C1=S (stereo not given)	?	3	102	104
59	Cc1cccc(Cl)c1NC(=S)N1CCN(c2ccc([N+](=O)[O-])cn2)CC1	?	-48	93	86
60	Cc1ccc(OCC(=O)O/N=C(\N)c2cccc([N+](=O)[O-])c2)cc1C	?	-10	100	101
61	O=C(/C=C/c1ccco1)N(Cc1ccc(Cl)cc1)C1CCS(=O)(=O)C1 (stereo not given)	?	-11	96	102
62	N#CCCn1c(O)c(N=NC(=O)CNC(=O)c2cccs2)c2ccccc21	?	-7	106	119
63	Cc1ccccc1Nc1ncc(C#N)c(N)n1	·	-15	103	101
64	COc1cccc(/C=N/n2c(-c3n[nH]c4c3CCC4)n[nH]c2=S)c1OC	?	-14	99	98
65	COc1cc(/C=C(\C#N)C(=O)NCc2ccccc2)ccc1OCc1ccc(C(=O)O)cc1	?	-20	99	100
66	Cc1ccc(S(=O)(=O)Oc2cccc(/C=N/Nc3ccc(C(=O)O)cc3)c2)cc1	?	16	100	103
67	Nc1ccc(N2CCCCC2)c(S(=O)(=O)Nc2ccccc2Cl)c1	?	-49	96	100
68	O=C(CN1CCCC1)Nc1c(C(=O)C2CC2)oc2ccccc12	?	-14	104	104
69	O=S1(=O)CCN(Cc2ccccn2)CC1	?	-37	100	100
70	CCOc1ccc(-n2c([S-])c(C(=O)Nc3ccc(S(=O)(=O)N4CCOCC4)cc3)[n+]3cc(C(N)=O)ccc23)cc1	?	-18	100	98
71	Cc1cccc2[nH]c3c(N4CC=C(c5ccc(F)cc5)CC4)ncnc3c12	?	-7	98	106
72	COc1ccc2[nH]c(C(=O)NCCN3CCCCC3)cc2c1	?	-10	102	103
73	O=C(O)CC/C(=N\NC(=O)CNC(=O)c1ccc(F)cc1)c1ccccc1	?	6	97	96
74	COc1ccc(-c2c[n+](CC(=O)c3ccccc3)c3n2CCCCC3)cc1	?	-17	95	87
75	CC(C)(C)Nc1nc(Cl)nc(NCc2ccccc2)n1	?	12	99	80
76	COc1cscc1C(N)=O	?	-35	100	104
77	Cc1ccc(OCC(=O)N2N=C(c3ccncc3)CC2(O)C(F)(F)F)cc1C (stereo not given)	?	-18	102	104
78	Nc1c(Cl)ncnc1NCCc1ccc(O)cc1	?	-62	104	104
79	O=C(CN1C(=O)c2ccccc2C1=O)N1CCN=C1c1ccccc1	?	-13	104	112
80	CS(=O)(=O)CCSc1ncccc1C(=O)NCc1cccs1	?	-14	101	104
81	COc1ccc(CCNC(=O)c2ccc(N(C)S(=O)(=O)c3ccccc3)cc2)cc1	?	-11	100	99
82	COc1nsnc1NS(=O)(=O)c1ccc(NC(=S)NC(=O)c2ccncc2)cc1	?	-3	101	98
83	Cc1nn(-c2ccccc2)nc1C(=O)Nc1nnc(C(F)(F)F)s1	?	7	90	59
84	CN(c1ccccc1)c1nc(N)c([N+](=O)[O-])c(N2CCCCC2)n1	?	-18	99	102
85	Cn1ncc(N=Cc2ccccc2[N+](=O)[O-])c1C(N)=O	?	-66	100	96
86	Cc1c(NC(=O)C2CCN(S(=O)(=O)c3cccs3)CC2)c(=O)n(-c2ccccc2)n1C	?	25	99	103
87	CCOC(=O)N1CCC(NS(=O)(=O)c2ccc(C#N)cc2)CC1	?	-17	101	101
88	CCOC(=O)N1CCC(NC(=O)c2ccccc2C(=O)O)CC1	?	-9	106	107
89	Cc1ccc(-n2nc(C)c3onc(C)c3c2=O)cc1	?	-7	100	98
90	O=C(Nc1cccc(NC(=O)c2cccs2)c1)c1ccc([N+](=O)[O-])o1	?	-22	102	101

15 compounds already listed, sorted by length of the SMILES, rising.
#	SMILES	RGS7-Gao reg	Mcl1 Bid PPI	RGS8-Gao reg	RGS4-Gao reg
76	COc1cscc1C(N)=O	?	-35	100	104
78	Nc1c(Cl)ncnc1NCCc1ccc(O)cc1	?	-62	104	104
75	CC(C)(C)Nc1nc(Cl)nc(NCc2ccccc2)n1	?	12	99	80
80	CS(=O)(=O)CCSc1ncccc1C(=O)NCc1cccs1	?	-14	101	104
88	CCOC(=O)N1CCC(NC(=O)c2ccccc2C(=O)O)CC1	?	-9	106	107
85	Cn1ncc(N=Cc2ccccc2[N+](=O)[O-])c1C(N)=O	?	-66	100	96
87	CCOC(=O)N1CCC(NS(=O)(=O)c2ccc(C#N)cc2)CC1	?	-17	101	101
83	Cc1nn(-c2ccccc2)nc1C(=O)Nc1nnc(C(F)(F)F)s1	?	7	90	59
74	COc1ccc(-c2c[n+](CC(=O)c3ccccc3)c3n2CCCCC3)cc1	?	-17	95	87
73	O=C(O)CC/C(=N\NC(=O)CNC(=O)c1ccc(F)cc1)c1ccccc1	?	6	97	96
77	Cc1ccc(OCC(=O)N2N=C(c3ccncc3)CC2(O)C(F)(F)F)cc1C (stereo not given)	?	-18	102	104
82	COc1nsnc1NS(=O)(=O)c1ccc(NC(=S)NC(=O)c2ccncc2)cc1	?	-3	101	98
90	O=C(Nc1cccc(NC(=O)c2cccs2)c1)c1ccc([N+](=O)[O-])o1	?	-22	102	101
81	COc1ccc(CCNC(=O)c2ccc(N(C)S(=O)(=O)c3ccccc3)cc2)cc1	?	-11	100	99
86	Cc1c(NC(=O)C2CCN(S(=O)(=O)c3cccs3)CC2)c(=O)n(-c2ccccc2)n1C	?	25	99	103

(list continues)
#	SMILES	RGS7-Gao reg	Mcl1 Bid PPI	RGS8-Gao reg	RGS4-Gao reg
91	COc1ccccc1NS(=O)(=O)c1cccc(C(=O)NNC(=O)C(NC(N)=O)C(C)C)c1 (stereo not given)	?	-41	101	101
92	COc1cccc(NC2=C(C#N)C(=O)NC(c3cccc(OC)c3O)S2)c1 (stereo not given)	?	-11	100	97
93	Cc1cccc(C(=O)NNC2=CC(=O)CC(C)(C)C2)c1O	?	-76	104	100
94	CCOC(=O)c1cnc2ccc(C)cn2c1=O	?	3	104	103
95	O=C(Cn1nnc(N2CCCC2)n1)N/N=C/c1ccc(Cl)cc1	?	-8	99	99
96	O=C(C1CCCN1S(=O)(=O)c1cccc2nsnc12)N1CCCCCC1 (stereo not given)	?	-29	98	78
97	Nc1ccc(C(=O)O)cc1S(=O)(=O)O	?	4	104	107
98	O=C(O)C(Cc1c[nH]c2ccccc12)N1C(=O)C2C3c4ccccc4C(c4ccccc43)[C@@H]2C1=O (stereo not given in full)	?	-26	97	98
99	O=C(/C=C/c1cccs1)N1CCC2(CC1)Oc1ccc(F)cc1C(=O)C21CC(c2ccc(Cl)cc2)=NO1 (stereo not given)	?	-43	99	85
100	Cc1ccc(F)c([C@H]2[C@@H]3C=CCC[C@@]3(C)C(=O)N2Cc2ccccc2)c1	?	-45	100	98
